# High-throughput results from PubChem.
# DPM-DC inhibit – inhibitors of Streptococcus pneumoniae diphosphomevalonate decarboxylase. 65,000 compounds, 0.49% hits. purified DPM-DC, PK/LDH coupled NADH fluorescence. calls only at 10 µM;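 active = the 320 compounds with the highest percent inhibition in the single-dose primary screen, excluding strongly autofluorescent ones, cut at about 32% in these data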;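 note: kinetic rate of NADH fluorescence loss reporting ADP formed by the decarboxylase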
# HPDE-C7K KRASV12 – cytotoxicity in KRAS-transformed pancreatic duct cells, primary screen, cell-based, fluorescence, HTS (AID 431). HPDE-C7K KRASV12 cells, Alamar Blue viability, 48 h; higher % means a stronger effect. cytotoxicity, % at 10 µM, or EC50 in µM where a hit was titrated. 63,000 compounds, 1.7% hits;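 active = compounds whose percent cytotoxicity in the single-dose primary screen, scaled between solvent and toxic-drug controls, exceeds 50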;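 note: 0% = DMSO solvent wells and 100% = doxorubicin-treated wells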
# Spn MK inh – blocks S. pneumoniae mevalonate kinase; purified MK, PK/LDH-coupled NADH absorbance 340 nm; inhibition, % at 10 µM; AID 555; 65,000 compounds, 0.48% hits;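 active = ranked among the strongest by inhibition in the single 10 µM screen, a fixed top-ranked set picked for dose follow-up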; note: no value below 0 was filed
# TNAP inhibition – inhibition of tissue-nonspecific alkaline phosphatase – biochemical, luminescent (AID 518). 64,000 compounds, 0.09% hits. purified TNAP enzyme, luminescent substrate readout; higher % means a stronger effect. inhibition, % at 20 µM, or IC50 in µM where a hit was titrated; in the data active = a potency from the dose series; inactive = the rest, 99 in 100 with inhibition below about 22%;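 note: plate controls were vehicle for no effect and reference inhibitor for full effect; many of its hits are not listed in these tables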
# LYP phosphatase – inhibition of human PTPN22 tyrosine phosphatase – biochemical, DiFMUP fluorescence, recombinant catalytic domain, 10 µM, primary screen (AID 606); 52,000 tested, under 10 active; inhibition, % at 10 µM; hits with a dose series show IC50 in µM; recombinant LYP catalytic domain, DiFMUP fluorescence; higher % means a stronger effect;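 active = IC50 under 40 µM in the dose-response test; inactive = IC50 of 40 µM or more, or never dose-tested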
# HPDE-C7 cytotoxicity – cytotoxicity in HPDE-C7 cells, cell-based, fluorescence, HTS (AID 430). HPDE-C7 pancreatic duct cells viability, fluorescence; higher % means a stronger effect. cytotoxicity, % at 10 µM; hits with a dose series show EC50 in µM. 63,000 compounds, 1.8% hits;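 note: cells exposed to compound for 48 hours before viability readout; 0% = vehicle and 100% = reference cytotoxic drug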
# HT1080 viability – HT1080 cell viability loss – fluorescence readout (AID 620). HT1080 viability, fluorescence; higher % means a stronger effect. cytotoxicity, % at 10 µM, or EC50 in µM where a hit was titrated. 87,000 compounds, 0.42% hits;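 note: cells exposed to compound overnight then 4 h with Alamar Blue; 0% = vehicle DMSO and 100% = killing control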
# Bfl-1 inhibitors – Bfl-1 inhibitors, primary screen, biochemical, fluorescence polarization, FITC-Bid, mouse (AID 432); FITC-Bid BH3 peptide fluorescence polarization displacement; higher % means a stronger effect; displacement, % at 20 µM, or IC50 in µM where a hit was titrated; 64,000 compounds, 0.02% hits; in the data active = a potency from the dose series; inactive = the rest, 99 in 100 with displacement below about 15%; note: strong numbers were not always called active
# PMK inhibit – inhibitors of Streptococcus pneumoniae phosphomevalonate kinase; inhibition, % at 10 µM; AID 539; purified PMK, PK/LDH-coupled NADH absorbance 340 nm; 65,000 compounds, 0.49% hits;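 active = top-ranked compounds by inhibition in the single 10 µM screen, taking a fixed number of the strongest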;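 note: 0% = full reaction with DMSO carrier and 100% = background rate without enzyme reaction; no value below 0 was filed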
# PMK inhibit pilot replicates – recorded beside PMK inhibit, whose call it bears; inhibition, %; measured here: pilot screen replicates
# Spn MK inh pilot replicates – also measured in Spn MK inh; calls as there; inhibition, %; measured here: pilot screen replicates
# DPM-DC inhibit pilot screen % – second read-out of DPM-DC inhibit, no call of its own (marks repeat the call); inhibition, %; measured here: pilot screen trials
# Starred values were filed as active, the others as inactive; i = inactive; / = no result given. Cut-off read from the data, not from the text of the source, unless noted: active = cytotoxicity above about 50%; inactive = the rest. Random draw from the library. Share with any hit: about 3.4%.
SMILES,DPM-DC inhibit,HPDE-C7K KRASV12,Spn MK inh,TNAP inhibition,LYP phosphatase,HPDE-C7 cytotoxicity,HT1080 viability,Bfl-1 inhibitors,PMK inhibit,others
CCOc1ccc(C(=O)Nc2ccc(N3CCN(C)CC3)cc2)cc1Br,i,-12%,6,18%,6%,-19%,-2%,4%,3,PMK inhibit pilot replicates=6.0;Spn MK inh pilot replicates=0.0;DPM-DC inhibit pilot screen %=0.0
C=C(C)Cn1c(SCCCO)nc2c1c(=O)[nH]c(=O)n2C,i,-13%,12,17%,5%,-2%,4%,-1%,9,
Cc1cccc2cc(CN(Cc3ccc4c(c3)OCO4)Cc3nnnn3C3CCCC3)c(=O)[nH]c12,i,9%,1,10%,12%,16%,/,1%,8,
CCC(Sc1ncccc1C(=O)O)C(=O)N1CCCC1 (stereo not given),i,3%,0,10%,-1%,5%,-5%,-10%,18,PMK inhibit pilot replicates=0.5;Spn MK inh pilot replicates=0.0;DPM-DC inhibit pilot screen %=0.5
O=c1[nH]cnc2c1cnn2Cc1ccccc1,i,-8%,0,17%,5%,-7%,-5%,-1%,5,
CC(C)(C)NCCCCOc1ccccc1F,i,-5%,6,7%,/,3%,2%,8%,0,
COCCNC(=O)C1CC(=O)N(CCc2ccccc2)C1 (stereo not given),i,0%,7,10%,/,-5%,-6%,-3%,14,
CSc1ccc(CN2CCC(O)CC2)cc1,i,0%,58*,3%,-3%,-13%,/,-12%,8,
O=C(CCN1CCc2ccccc2C1)Nc1cccc(F)c1,i,3%,0,9%,-9%,4%,4%,-2%,0,
CCOC(=O)Cn1c(SC)nc2sc3c(c2c1=O)CC(C)(C)OC3,i,0%,0,9%,12%,4%,-10%,-4%,8,
Cc1ccc2c(c1)N(CC(=O)NC1CCCCC1C)C(=O)CO2 (stereo not given),i,-15%,7,5%,1%,-2%,3%,-1%,9,
c1cc2[nH]snc2c2nc(C3CC3)nc12,i,-6%,4,-2%,/,-8%,2%,-3%,10,
Cc1nnc(NC(=O)C2(c3ccccc3)CCOCC2)s1,i,1%,8,8%,5%,0%,3%,-3%,0,
COCCCNC(=O)C1CC(=O)N(C2CCCC2)C1 (stereo not given),i,-9%,3,5%,4%,-10%,9%,-1%,7,
CCCC(=O)Nc1nc(C(=O)OCC)cs1,i,5%,6,4%,0%,8%,2%,-2%,0,
O=C(COc1ccc(-n2cnnn2)cc1)N1CCN(c2ccc(F)cc2)CC1,i,-6%,2,7%,4%,4%,8%,-3%,10,
O=c1c2c3c(sc2nc2sc(C4CC4)nn12)CCCC3,i,-9%,0,5%,5%,4%,-3%,-8%,15,PMK inhibit pilot replicates=1.0;Spn MK inh pilot replicates=4.0;DPM-DC inhibit pilot screen %=5.0
COC(=O)c1cc(NC(=O)CC2SCCNC2=O)cc(C(=O)OC)c1 (stereo not given),i,-2%,1,2%,18%,-8%,-4%,-4%,4,
Cc1cc(C(=O)COC(=O)c2n[nH]c3ccccc23)c(C)n1C,i,22%,7,22%,1%,18%,/,10%,11,PMK inhibit pilot replicates=6.0;Spn MK inh pilot replicates=0.0;DPM-DC inhibit pilot screen %=1.0
COc1ccc(C2C=C(c3ccccc3)Nc3nc(CCCO)nn32)cc1 (stereo not given),/,-5%,1,15%,/,-5%,18%,12%,17,
C=CCOC(=O)C1=C(C)NC(SCC(=O)NC(=O)OCC)=C(C#N)C1c1cccnc1 (stereo not given),i,6%,3,1%,/,4%,18%,-2%,7,
Cn1c(=O)oc2cc(S(=O)(=O)N3CCN(c4cccc(Cl)c4)CC3)ccc21,i,4%,5,8%,3%,3%,1%,-17%,7,
CCCOc1ccc(Cn2c(O)cc(=O)[nH]c2=O)cc1,i,4%,3,3%,-3%,12%,14%,-8%,4,
CCc1ccc(Nc2cc(C)nc3nc(C)nn23)cc1,i,4%,9,6%,14%,5%,2%,-6%,8,
Nc1nc(SCC(=O)NCc2ccccc2)n[nH]1,i,-6%,8,7%,10%,-9%,19%,-2%,12,
O=C1CC(Sc2nnnn2C2CCCCC2)C(=O)N1c1ccccc1 (stereo not given),i,/,5,/,/,/,-3%,/,1,
COc1ccc(N2CCN(CCCNC(=O)CC3Oc4ccc(C)cc4NC3=O)CC2)cc1 (stereo not given),i,2%,12,14%,-1%,3%,1%,-2%,0,PMK inhibit pilot replicates=0.0;Spn MK inh pilot replicates=0.0;DPM-DC inhibit pilot screen %=0.0
CC1(C)CC(=O)C2=C(C1)Oc1nc3ccccc3cc1C2C(C#N)C#N (stereo not given),i,-1%,8,7%,8%,-1%,0%,3%,0,
CN(C)c1ccc(CNn2cnnc2SCc2ccccc2F)cc1,i,-18%,4,8%,7%,-12%,-2%,16%,7,
COc1ccc(OC)c(-c2nc3c(C)n[nH]c(=O)c3[nH]2)c1,i,-4%,14,8%,15%,5%,19%,4%,7,PMK inhibit pilot replicates=1.0;Spn MK inh pilot replicates=0.0;DPM-DC inhibit pilot screen %=5.0

# Entries from the list above that contain a cyano group:
SMILES,DPM-DC inhibit,HPDE-C7K KRASV12,Spn MK inh,TNAP inhibition,LYP phosphatase,HPDE-C7 cytotoxicity,HT1080 viability,Bfl-1 inhibitors,PMK inhibit,others
C=CCOC(=O)C1=C(C)NC(SCC(=O)NC(=O)OCC)=C(C#N)C1c1cccnc1 (stereo not given),i,6%,3,1%,/,4%,18%,-2%,7,
CC1(C)CC(=O)C2=C(C1)Oc1nc3ccccc3cc1C2C(C#N)C#N (stereo not given),i,-1%,8,7%,8%,-1%,0%,3%,0,

# Other records follow.
SMILES,DPM-DC inhibit,HPDE-C7K KRASV12,Spn MK inh,TNAP inhibition,LYP phosphatase,HPDE-C7 cytotoxicity,HT1080 viability,Bfl-1 inhibitors,PMK inhibit,others
CCOc1cccc2cc(C(=O)Nc3nccs3)c(=O)oc12,i,16%,1,8%,5%,7%,/,-2%,5,
Cc1ccc(-n2nnc3c(=O)oc4ccccc4c32)cc1,i,-9%,11,8%,/,0%,-2%,-6%,10,
COc1cc(C(=O)Nc2nc3ccc(S(=O)(=O)N4CCOCC4)cc3s2)cc(OC)c1OC,i,8%,0,5%,2%,8%,-4%,-2%,2,
COc1cccc(-c2nnc(NC(=O)Cc3cccs3)s2)c1,i,6%,5,6%,8%,11%,2%,-13%,0,PMK inhibit pilot replicates=1.5;Spn MK inh pilot replicates=0.0;DPM-DC inhibit pilot screen %=0.0
Cc1cc(NCc2ccco2)n2c(nc3ccccc32)c1C#N,/,-24%,0,2%,/,-5%,-6%,-3%,0,
NC(=O)c1cnn2c(C(F)(F)F)cc(-c3ccc(F)cc3)nc12,i,7%,7,3%,0%,12%,9%,2%,12,
CCOc1ccc2nc(NC(=O)CSc3nnc(-c4ccncc4)n3CC3CCCO3)sc2c1 (stereo not given),i,4%,11,-2%,5%,-6%,-14%,1%,10,
C=CCN(CC=C)C(=O)c1ccncc1,i,4%,10,14%,/,-5%,3%,-1%,0,PMK inhibit pilot replicates=0.5;Spn MK inh pilot replicates=0.0;DPM-DC inhibit pilot screen %=3.0
CCc1nc(N2CCOCC2)c(C#N)c2c1COC(C)(C)C2,/,2%,12,4%,0%,3%,0%,4%,14,
Cc1ccnc(N2C(=O)c3ccccc3C2Nc2cccc(C)c2C)c1 (stereo not given),i,-6%,4,7%,-3%,-6%,-3%,-7%,6,
Cn1c(=O)cc(N2CCc3ccccc32)[nH]c1=O,i,-4%,6,4%,/,-4%,0%,6%,9,
Cc1cc(N2CCN(C(=O)c3ccco3)CC2)n2nc(C)c(-c3ccc(Cl)cc3)c2n1,/,13%,15,10%,/,14%,12%,9%,19,
CCc1nnc(NC(=O)c2cccs2)s1,i,-8%,5,8%,-7%,-2%,1%,-5%,35*,
CCOC(=O)c1c(C)[nH]c(C)c1C(=O)CSc1nnnn1-c1ccccc1,i,8%,0,0%,18%,7%,5%,-8%,0,
CC(C)CN(C(=O)COC(=O)Cc1n[nH]c(=O)c2ccccc12)C1CCS(=O)(=O)C1 (stereo not given),i,1%,0,8%,13%,-2%,4%,-1%,10,PMK inhibit pilot replicates=6.0;Spn MK inh pilot replicates=1.5;DPM-DC inhibit pilot screen %=0.0
COc1ccc(CC(=O)NCc2nnc(SCC(=O)N3CCN(c4ccccc4)CC3)n2C)cc1,i,-17%,0,-2%,/,-8%,-7%,-7%,2,
O=C1CN(C(=O)c2ccc(Br)o2)C(c2ccc(F)cc2)c2cc(Cl)ccc2N1 (stereo not given),i,10%,8,10%,-5%,9%,8%,-11%,16,
CCc1c(C#N)c(SCc2c(C)noc2C)nc2c1C(=O)CC(C)(C)C2,i,-12%,1,10%,/,-28%,/,-16%,13,
Cc1ccc(S(=O)(=O)NC2=NCCC2)cc1,i,5%,6,5%,/,-1%,-1%,-1%,2,
Cc1ccc(-c2nnn(CC(=O)N(CC(=O)NC3CCCCC3)c3cnc4ccccc4c3)n2)o1,i,-7%,13,11%,8%,6%,26%,2%,4,PMK inhibit pilot replicates=4.5;Spn MK inh pilot replicates=0.0;DPM-DC inhibit pilot screen %=0.0
CC(C)Sc1nc2c(c(=O)n(C)c(=O)n2C)n1C,i,10%,11,2%,/,0%,-15%,-8%,16,
CC(C)C(c1nnnn1Cc1ccco1)N1CCN(c2nc3ccccc3s2)CC1 (stereo not given),i,28%,9,1%,10%,13%,5%,-1%,6,
CN1CCn2c1nc(N1CCOCC1)nc2=O,i,-5%,11,23%,-1%,4%,-4%,-4%,2,
Nc1ccc(N2CCCCCC2)cc1,i,15µM*,11,11%,10%,13µM*,16%,-10%,1,
CCOC(=O)c1ccccc1NC(=O)CSc1nc2ccccc2o1,i,-1%,5,7%,3%,-1%,0%,-4%,0,
CCOC(=O)c1ccccc1NC(=O)Cn1cnc2c(cnn2-c2ccc(F)cc2)c1=O,i,-24%,6,3%,/,-16%,/,-8%,21,
COc1cc(C2C(C#N)=C(N)Oc3cc(O)ccc32)cc2c1OCO2 (stereo not given),i,27%,4,-2%,4%,50%,-7%,1%,0,
CCOCC(=O)Nc1nnc(C)s1,i,-3%,5,-8%,7%,-8%,-2%,-7%,18,
COc1ccc(OC)c(-c2cc(C(=O)Nc3c(C)nn(Cc4ccccc4Cl)c3C)no2)c1,i,22%,0,-5%,2%,32%,-5%,-5%,11,
Cn1c(=O)c2c(SC3CCCC3)nc(C3CC3)nc2n(C)c1=O,i,0%,6,10%,4%,-11%,-9%,0%,0,
COc1ccc(NC(=O)Nc2ccc(C)cc2OC(F)F)cc1OC,i,-9%,7,9%,1%,-23%,1%,-2%,0,PMK inhibit pilot replicates=7.5;Spn MK inh pilot replicates=0.0;DPM-DC inhibit pilot screen %=3.0
CCOC(=O)CC1=C(C(=O)OCC)C(c2ccc(OC)c(OC)c2)C(C#N)=C(N)O1 (stereo not given),i,6%,5,8%,12%,6%,1%,-7%,8,
Nc1cc(C(=O)c2cccs2)ccc1Cl,i,-6%,5,13%,2%,7%,-10%,5%,10,
C=CCNC(=O)c1cc(-c2ccc(Br)cc2)on1,i,-4%,0,-6%,7%,-28%,-2%,1%,13,
N#Cc1nc(-c2cccs2)oc1NCCN1CCOCC1,/,1%,0,8%,4%,6%,-5%,2%,7,
